Source: PubChem (several laboratories)
E coli Lon inh: inhibitors of E. coli Lon protease. P0A9M0. purified E. coli Lon protease, fluorescence polarization. inhibition, % at 7.94 µM. actives 0.42% (n = 360,000); in the data active = inhibition above about 13%, passing the limit was not always enough;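 also: 0% = enzyme with probe and DMSO and 100% = no enzyme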
FAS-TE inh: blocks the thioesterase domain of human fatty acid synthase; inhibition, % at 15 µM; P49327; recombinant FAS-TE, OMFH fluorogenic substrate, fluorescence endpoint; actives 0.67% (n = 360,000);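 active = compounds whose normalised, plate-corrected inhibition of enzyme fluorescence in the single-dose primary screen is 50% or more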;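 also: 0% = DMSO with enzyme and 100% = substrate without enzyme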
MT1-MMP act inh: blocks activation of human MT1-MMP; AID 651647; HT1080 RFP-PRO-GFP cells, GFP/RFP ratio fluorescence, overnight; percent of plate control window, DMSO zero; actives 0.061% (n = 360,000); P50281; GFP/RFP ratio change, % at 20 µM;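 active = GFP/RFP ratio change of at least 30% with cell ATP level not reduced by more than half and red fluorescence within 50% of control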; also: strong numbers were not always called active
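Material – HT1080 RFP-PRO-GFP cells · Control set – DMSO wells and RFP-L50D-GFP cells · Incubation – overnight cell settling, then overnight compound exposure, 37 °C, 5% CO2 · Compound dosing – single-point 20 µM compound, 1% DMSO · Read-out – GFP/RFP fluorescence ratio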
Tb MetRS inh: Trypanosoma brucei MetRS inhibition. purified T. brucei MetRS, ATP depletion, Kinase-Glo luminescence. inhibition, % at 11.9 µM. actives 0.4% (n = 360,000);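 active = inhibition above a per-plate cutoff of the control wells' mean inhibition plus 3 SD, cut at about 5.5% in these data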;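 also: 0% = DMSO wells median and 100% = median of wells with control inhibitor compound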
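Dosing: 11.9 µM single point; system: parasite MetRS enzyme; technique: luminescence of leftover ATP; times: 15 min enzyme-compound preincubation, 2 h reaction, 10 min detection, 25 °C; replicates: each compound tested once; read-out basis: percent inhibition relative to median high and low control wells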
SKN-1 block: C. elegans SKN-1 inhibition | C. elegans VP596 Pgst-4::GFP/RFP ratio, acrylamide-induced, 24 h | AID 624304 | actives 0.49% (n = 360,000) | inhibition, % at 21.8 µM;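 active = interference check ratio from 0.5 to 1.5 plus GFP to RFP signal ratio inhibition reaching or exceeding a fixed threshold, cut at about 30% in these data, passing the limit was not always enough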; also: some compounds called inactive have numbers as strong as hits
MsrA inh: inhibits bovine methionine sulfoxide reductase A. purified bovine MsrA, absorbance read-out. inhibition, % at 15.5 µM. actives 0.75% (n = 360,000); in the data active = inhibition above about 4.5%;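 also: 0% = vehicle wells with enzyme and 100% = reference inhibitor wells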
PABP1 MLLE inh: blocks PAM2 peptide binding to the PABP1 MLLE domain | P11940 | GST-MLLE / FITC-PAM2 fluorescence polarization | inhibition, % at 20 µM | actives 0.36% (n = 360,000) | AID 588489; in the data active = inhibition above about 35%, passing the limit was not always enough;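 also: plate controls were DMSO wells with GST-MLLE for no effect and wells lacking GST-MLLE protein for full effect; some results filed as inactive read as strong as hits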
MsrA act: bovine methionine sulfoxide reductase A activation | activation, % at 10.6 µM | actives 0.3% (n = 360,000) | purified bovine MsrA, absorbance read-out; in the data active = activation above about 7.5%;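 also: 0% = vehicle and 100% = reference activator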
CendR NRP1 mod: alters CendR peptide binding to human NRP-1; actives 0.85% (n = 360,000); FAM-RPARPAR peptide binding to NRP-1, fluorescence polarization; O14786; AID 602438; inhibition, % at 25 µM;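 active = inhibition or corrected inhibition above about 18%, plus a signal ratio from 0.5 to 1.5, limit read from the data, passing the limit was not always enough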; also: strong numbers were not always called active
The depositor's hits bear a star; nt = not tested or not shown.

SMILES	E coli Lon inh	FAS-TE inh	MT1-MMP act inh	Tb MetRS inh	SKN-1 block	MsrA inh	PABP1 MLLE inh	MsrA act	CendR NRP1 mod
CCC1CCCCN1C(=O)CCc1nnc(Cc2c[nH]c3ccccc23)o1 (stereo unspecified)	-6	-9	-2	2.3	-4	-0.4	-2	-1	-15
COc1ccccc1NC(=O)CNC(=O)CC12CC3CC(CC(C3)C1)C2	-3	6	-1	-0.2	-8	-0.3	3	-1	-3
COc1cc(CNCCc2ccc(F)cc2)ccc1OCc1ccc(Cl)nc1	2	-8	1	-0.1	3	0.3	10	3	-1
Cc1cc(-c2csc(N)n2)c(C)n1Cc1ccccc1	5	-114	4	0.2	-8	0.7	-7	-3	-19
COC(=O)c1ccc(NC(c2ccc(Cl)cc2)P(=O)(OC)OC)cc1 (stereo unspecified)	-5	-1	4	-0.5	10	-0.9	-3	-5	2
Fc1ccc(-n2nnnc2-c2ccccc2Cl)cc1	-1	0	0	-0.1	32	1.4	-4	-4	12
O=C(Cn1cc(C(=O)C2CC2)c2ccccc21)NCC1CCCO1 (stereo unspecified)	6	-6	-6	0.0	11	0.0	1	-2	1
COc1ccc(OC)c(NC2=C(Cl)C(=O)N(Cc3ccccc3)C2=O)c1	4	30	2	0.0	-3	1.8	-9	-3	3
O=C1NC2(CCCCC2)C(=O)N1CCS(=O)(=O)Oc1ccc(Br)cc1	6	4	-11	0.5	10	0.7	3	-3	0
O=C(COC(=O)c1cncc(Br)c1)NCC12CC3CC(CC(C3)C1)C2	4	4	2	-0.7	-5	-0.1	-12	-14	-3
COc1cccc(S(=O)(=O)Nc2ccc3c(c2)C(=O)N(C)C[C@H](OC)[C@H](C)CN[C@@H](C)CO3)c1	nt	nt	0	-0.3	12	-0.5	nt	nt	-2
O=c1[nH]c(/C=C/c2ccccc2Cl)nc2ccccc12	10	7	1	-1.1	2	0.1	-14	-7	-12
COc1ccc(OCC(=O)NNC(=S)NC(=O)C2CC2)cc1	-6	-6	2	0.0	17	-0.3	-68	0	-9
O=C(Cc1cccc2ccccc12)Nc1ccc(Br)cc1C(=O)O	-5	6	1	0.3	0	-0.5	6	0	-8
CCOC(=O)C1CN(Cc2ccccc2)C(=O)C1=O (stereo unspecified)	0	-5	0	-0.3	0	1.1	-6	-2	19
Cc1ccc(S(=O)(=O)NNC(=O)c2cnn(-c3ccc(Cl)cc3)c2C(F)(F)F)cc1	-1	7	-1	-0.1	0	-0.5	10	0	14
O=C(NC(=S)Nc1cccc2ncccc12)c1ccccc1	-3	0	3	0.0	7	1.9	36	-4	-10
O=C(Nc1nnc(-c2ccco2)o1)c1ccc(S(=O)(=O)N2CCOCC2)cc1	7	-9	0	-0.4	9	1.1	3	-5	-6
COc1ccc(C(=O)CN2CCN(c3ccc(F)cc3)CC2)cc1OC	3	-7	2	-1.1	-13	0.5	13	-9	2
CN(C)CCOC(=O)NC12CC3CC(CC(C3)C1)C2	-3	-3	-1	-1.0	-1	-1.2	-2	-5	-6
O=C(NC1CCCc2ccccc21)c1ccc(CNc2c(N3CCOCC3)c(=O)c2=O)cc1 (stereo unspecified)	6	2	2	-1.0	3	-0.3	6	1	-12
COC(=O)[C@]1(C)N[C@H](c2ccc(-c3ccc(Cl)c(Cl)c3)cc2)[C@@H]2C(=O)N(C)C(=O)[C@@H]21	4	39	4	0.7	2	0.5	2	0	-4
COc1ccc(CNC(=O)C(=O)NCC2OCCN2S(=O)(=O)c2ccc(C)cc2)cc1 (stereo unspecified)	-4	-1	-3	0.0	1	0.8	-2	-4	6
Cc1ccnc2c1NC(=O)c1cccnc1N2C1CC1	-7	2	2	0.1	8	0.8	16	-1	9
COc1cc(/C=N/NC(=O)COc2cccc(F)c2)ccc1OS(=O)(=O)c1ccc(C)cc1	3	27	6	-0.2	9	0.2	22	-4	-16
O=C(Nc1ccc(Cl)cn1)c1cccc2ccccc12	-2	2	-4	-0.2	8	-0.5	-7	0	-5
O=C(CO/N=C/c1ccc(OC(F)F)cc1)NC1CCCCCC1	-3	14	2	-0.5	4	1.2	-2	-5	7
O=C1NCC(COc2cccc3ccccc23)O1 (stereo unspecified)	0	-2	1	1.0	7	1.9	-2	-4	9
COC(=O)c1cc(Br)c(=O)n(CCC2=CCCCC2)c1	-15	-1	1	-0.2	6	1.0	-3	1	10
CCOC(=O)CNC(=O)CSc1nnc(CCc2nc3ccccc3[nH]2)n1C	9	-7	-4	-0.5	-9	-0.8	0	-4	5
CSc1ncccc1C(=O)NC1CCN(Cc2ccccc2)CC1	7	-8	1	-0.2	6	-0.4	6	-1	8
CC(C)C(NC(=O)CCNC(=O)c1ccc(C(C)(C)C)cc1)c1nc2ccccc2[nH]1 (stereo unspecified)	7	-1	0	-0.4	9	0.1	-3	-2	5
COc1ccc(N2C(=O)C(Cl)=C(Nc3ccccc3O)C2=O)cc1	-2	-4	0	0.3	25	0.4	-29	0	-4
CC1=C/C(=N\NC(=S)NCc2ccccc2)CC1	8	2	6	0.0	8	-0.2	-13	-2	-5
O=C(c1sc2cc(Cl)ccc2c1Cl)N1CCN(CCc2ccccn2)CC1	4	5	2	0.1	-4	-1.1	6	3	8
CCOC(=O)CCCNC(=O)CN1C(=O)NC2(CCCCCC2)C1=O	-6	-3	-2	0.9	12	0.2	8	-1	4
Clc1cccc(-c2ccc(/C=N/n3cnnc3)o2)c1Cl	2	25	-3	-0.1	10	3.1	3	-1	-6
FC(F)(F)c1ccc(Cl)c(NC(=S)NC2CC2)c1	1	-9	2	-0.7	-4	-0.8	16	-2	20
CCCS(=O)(=O)NC(=O)C1(C)CCN(C(=O)c2ccc(OC)c(F)c2)C1 (stereo unspecified)	-5	-10	2	-0.1	-10	nt	8	-5	-1
O=C(Cc1cccs1)Nc1ccc(S(=O)(=O)N2CCCC2)cc1	4	3	-4	0.1	-5	0.0	-7	-3	-14
Cc1cccc(NC(=S)NNC(=S)NC2CCCCC2)c1C	-6	-7	-2	-1.5	2	-0.5	36	-12	7
COc1cccc(C(=O)Nc2nc(C)cs2)c1	-4	-6	-4	-0.3	5	0.9	-2	-1	6
Cc1nn(C(=O)c2ccc([N+](=O)[O-])cc2)c(C)c1Br	-1	11	4	-0.1	6	-1.3	-1	-2	5
COc1c(C)cc(S(=O)(=O)NCc2ccccn2)c(C)c1C	-7	-4	0	-0.5	-3	-0.3	6	-3	4
COc1ccc(Cl)cc1NC(=O)c1cc(-c2ccccc2O)n[nH]1	13	-2	6	-0.2	1	0.8	3	1	-4
COc1ccccc1C1N=C(c2ccccc2C)NO1 (stereo unspecified)	-2	-10	-2	-0.1	13	0.1	0	-4	14
CN(C)c1ccc(P(=O)(OCc2ccccc2)C(O)c2ccncc2)cc1 (stereo unspecified)	-7	-6	2	-0.9	-20	0.1	-3	-10	9
Cc1c(Cl)cccc1N1C(=O)CC(NNC(=O)c2cccs2)C1=O (stereo unspecified)	-12	-2	-3	-0.9	-3	1.1	-20	-9	3

Exported in markdown: five of the compounds above
| compound | E coli Lon inh | FAS-TE inh | MT1-MMP act inh | Tb MetRS inh | SKN-1 block | MsrA inh | PABP1 MLLE inh | MsrA act | CendR NRP1 mod |
| --- | --- | --- | --- | --- | --- | --- | --- | --- | --- |
| O=C(Cc1cccs1)Nc1ccc(S(=O)(=O)N2CCCC2)cc1 | 4 | 3 | -4 | 0.1 | -5 | 0.0 | -7 | -3 | -14 |
| Cc1cccc(NC(=S)NNC(=S)NC2CCCCC2)c1C | -6 | -7 | -2 | -1.5 | 2 | -0.5 | 36 | -12 | 7 |
| COc1cccc(C(=O)Nc2nc(C)cs2)c1 | -4 | -6 | -4 | -0.3 | 5 | 0.9 | -2 | -1 | 6 |
| Cc1nn(C(=O)c2ccc([N+](=O)[O-])cc2)c(C)c1Br | -1 | 11 | 4 | -0.1 | 6 | -1.3 | -1 | -2 | 5 |
| COc1c(C)cc(S(=O)(=O)NCc2ccccn2)c(C)c1C | -7 | -4 | 0 | -0.5 | -3 | -0.3 | 6 | -3 | 4 |

More compounds.
SMILES	E coli Lon inh	FAS-TE inh	MT1-MMP act inh	Tb MetRS inh	SKN-1 block	MsrA inh	PABP1 MLLE inh	MsrA act	CendR NRP1 mod
Cc1ccc(-c2nn(-c3ccccc3)cc2C(N)=O)o1	-24	-6	-10	0.3	9	0.3	-25	-5	-21
CS(=O)(=O)N(Cc1ccccc1Cl)c1ccc(C(=O)NCc2cccnc2)cc1	-10	-10	3	-0.5	8	-1.0	-13	-7	-1
Cn1c(SCC(=O)N2CCCC2)nnc1-c1cccs1	-4	-6	-1	-0.1	2	0.0	0	-1	8
COc1ccc(OC)c(NC(=O)CNC(c2ccccc2)c2ccccc2)c1	-3	24	17	-1.0	4	1.3	-1	0	6
Brc1ccc(OCc2ccccc2)c(CNCC2CCCO2)c1 (stereo unspecified)	-7	0	0	-0.5	1	-0.1	2	-3	-4
O=C(Nc1ccc(F)cc1)N(CCCN1CCOCC1)Cc1cc2cc3c(cc2[nH]c1=O)OCCO3	-9	-6	3	-1.5	-9	2.4	4	-8	-7
Nc1c(C(=O)NCCc2ccccc2)sc2nc(N3CCOCC3)c3c(c12)CCCC3	5	25	1	0.5	15	0.4	1	-8	7
COc1ccc(C2/C(=C(/O)c3ccccc3)C(=O)C(=O)N2C)cc1 (stereo unspecified)	5	-5	1	0.0	2	3.0	-11	-2	1
O=C(NCc1nnc(SCC(=O)N2CCN(c3ccccc3)CC2)o1)c1ccco1	-11	-5	2	-0.5	-9	-1.9	-13	-5	-2
COc1ccc(N=Cc2c(O)[nH]c3ccccc23)cc1	7	0	0	-0.3	-5	2.9	0	-2	-2
CC1CN(S(=O)(=O)c2cc(C(=O)N(CCc3ccccc3)Cc3ccccc3)ccc2Cl)CC(C)O1 (stereo unspecified)	-14	25	-14	-0.1	16	0.9	13	-2	5
CC(C)Oc1cccc(C(=O)N/N=C/c2coc3ccccc3c2=O)c1	-5	5	-8	-0.1	0	0.0	-11	-3	-29
O=C(NCC(=O)N(c1ccc2c(c1)OCCO2)C(C(=O)NC1CCCC1)c1ccco1)c1ccco1 (stereo unspecified)	1	13	2	-0.8	8	-1.8	-9	-3	11
COc1ccc(/C(C)=N/Nc2nc(C)cc(-c3ccccc3)n2)cc1	-1	6	-1	0.1	19	-0.2	-6	0	13
CCn1cc(/C=C(\NC(=O)c2cc(OC)c(OC)c(OC)c2)C(=O)NCCCN2CCOCC2)c2ccccc21	-7	-5	4	-0.1	1	1.8	-2	-2	-2
CCc1ccccc1N(CC(=O)Nc1cccnc1)S(=O)(=O)c1ccccc1	3	-1	0	-0.4	-2	1.5	3	-2	10
COc1ccc(NC(=O)Cc2ccsc2)c(OC)c1	-9	-6	0	-0.3	1	1.6	-11	-3	0
COc1ccc(N(CC(O)CN2C(=O)NC(C)(C)C2=O)S(=O)(=O)c2ccccc2)cc1 (stereo unspecified)	-2	-2	3	0.6	16	-0.6	-7	-1	-3
CN(CCOc1ccc(-c2ccn(S(=O)(=O)c3cccc4ccccc34)n2)cc1)c1ccccn1	-6	19	4	-0.3	9	0.0	9	-1	-11
COC(=O)C1=C(C(=O)OC)C2C=CC1C1C(OC(C)=O)C(OC(C)=O)C21 (stereo unspecified)	-5	-6	0	0.5	6	-1.2	22	-1	-3
O=C(c1ccccc1)c1cccn1CC(=O)N1CCN(C2CCCCC2)CC1	-11	0	1	-0.5	-16	0.1	-8	-1	-89
